# dFosB act – enhances mouse delta FosB homodimer DNA binding; actives 0.99% (n = 340,000); P13346; activation, % at 25 µM; purified delta FosB, TAMRA-CDK5 oligo fluorescence polarization; percent of positive-control signal above neutral wells;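 active means mean activation above about 17%, with every replicate also reaching it, limit read from the data, passing the limit was not always enough; inconclusive means only one of the two conditions met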;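 further: fluorescence polarization rise as delta FosB binds a TAMRA Cdk5 AP-1 oligo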
# Target sequence (P13346 whole entry, looked up): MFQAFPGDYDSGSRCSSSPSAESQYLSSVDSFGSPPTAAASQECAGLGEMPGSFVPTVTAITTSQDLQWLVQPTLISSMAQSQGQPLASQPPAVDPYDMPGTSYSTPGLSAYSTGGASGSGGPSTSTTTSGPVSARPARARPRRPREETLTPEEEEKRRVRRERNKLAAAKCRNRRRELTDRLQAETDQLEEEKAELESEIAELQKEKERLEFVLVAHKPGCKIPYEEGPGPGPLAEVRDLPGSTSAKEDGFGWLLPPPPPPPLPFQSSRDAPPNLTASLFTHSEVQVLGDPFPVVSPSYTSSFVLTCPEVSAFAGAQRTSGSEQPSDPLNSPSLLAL
# CAL PDZ FP-1 – blocks peptide binding to the human CAL PDZ domain; Q9HD26; purified CAL PDZ, TMR-peptide fluorescence polarization, 1 h; inhibition, % at 24.9 µM; actives 0.92% (n = 300,000); AID 602252;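 active means mean inhibition of at least 30% with at least half of replicates also reaching 30%; inconclusive means no clear call, values can overlap the other calls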;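 further: 0% = DMSO neutral control and 100% = excess unlabeled competitor peptide PRC23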
# Tat export inh – blocks Tat-dependent protein export in E. coli. inhibition, % at 10 µM. actives 0.036% (n = 340,000). AID 488895. E. coli MC4100 TorA-mCherry Tat export, fluorescence;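 active means mean replicate inhibition at least 50% and at least half of replicates individually reaching 50%; inconclusive means only one of the two criteria met; inactive means neither criterion met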;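 further: exported cargo escapes ClpAP degradation while cytoplasmic cargo is degraded and loses fluorescence; 0% = median of neutral control wells and 100% = median of NaSCN control wells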
# CDK5 p35 inh – CDK5/p35 (human) kinase inhibition; Q00535+Q15078; Recombinant CDK5/p35, ADP-Glo luminescence, 60 min; inhibition, % at 10 µM; actives 0.01% (n = 330,000); AID 488839;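 active means highest replicate inhibition of at least 50% and at least 75% of replicates reaching 50%; inconclusive means only one of the two criteria met; inactive means both criteria failed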;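 further: plate controls were DMSO neutral control for no effect and GW8510 at 10 µM for full effect; many of its hits are not listed in these tables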
# Target sequence (Q00535 whole entry, looked up): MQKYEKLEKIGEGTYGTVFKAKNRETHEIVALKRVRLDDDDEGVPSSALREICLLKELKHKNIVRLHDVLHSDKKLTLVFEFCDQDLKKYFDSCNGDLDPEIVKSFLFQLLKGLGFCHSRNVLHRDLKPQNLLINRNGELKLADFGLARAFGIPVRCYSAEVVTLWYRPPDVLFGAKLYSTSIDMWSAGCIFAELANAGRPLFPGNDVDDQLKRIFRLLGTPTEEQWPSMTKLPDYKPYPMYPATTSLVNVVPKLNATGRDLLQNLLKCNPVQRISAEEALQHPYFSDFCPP
# Target sequence (Q15078 whole entry, looked up): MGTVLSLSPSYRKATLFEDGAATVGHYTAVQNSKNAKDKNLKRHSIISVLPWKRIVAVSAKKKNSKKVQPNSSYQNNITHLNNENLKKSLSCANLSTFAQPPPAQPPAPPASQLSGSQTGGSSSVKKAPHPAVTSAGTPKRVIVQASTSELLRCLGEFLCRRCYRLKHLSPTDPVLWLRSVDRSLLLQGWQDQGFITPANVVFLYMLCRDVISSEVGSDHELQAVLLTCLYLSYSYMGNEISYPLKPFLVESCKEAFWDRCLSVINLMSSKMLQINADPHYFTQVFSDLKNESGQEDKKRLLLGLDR
# RTF Ca sens act – cardiac RTF calcium sensitization; P19429+P45379; IANBD-labeled TnC RTF fluorescence at EC20 calcium; 0% EC20 calcium, 100% full calcium; activation, % at 7.2 µM; actives 0.24% (n = 340,000); AID 493008;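 active means activation above the mean over all tested compounds plus 3 SD, cut at about 30% in these data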;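 further: rise in fluorescence read as greater calcium sensitivity of cardiac thin filaments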
# Wnt act – activators of Wnt/beta-catenin signaling; actives 1.2% (n = 300,000); Wnt/beta-catenin reporter cell assay, activator, plate reader; activation, % at 9.35 µM; AID 743398; in the data active means activation above about 30%, passing the limit was not always enough; inconclusive means no clear call, values can overlap the other calls;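 further: 0% = neutral control wells and 100% = positive control wells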
# CAL PDZ FP-2 – blocks peptide binding to human CAL PDZ domain | inhibition, % at 20 µM | AID 504414 | Q9HD26 | purified CAL PDZ, TMR-peptide fluorescence polarization, 1 h | actives 0.02% (n = 330,000);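 active means highest replicate inhibition of at least 40%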;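 further: plate controls were DMSO neutral control wells for no effect and unlabeled competitor peptide control wells for full effect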
#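 Read-out basis: mP drop reported as inhibition | Assay system: Tagged CAL PDZ protein CerCALP, purified | Benchmarks: Unlabelled peptide for full inhibition, DMSO wells as neutral | Schedule: 1 h incubation at room temperature before polarization reading | Buffer or medium: Sodium phosphate/NaCl buffer pH 7.4 with TCEP, IgG, Thesit | Doses: Single point, 20 µM | Measured by: Fluorescence polarization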
# V-ATPase pHluor – regulators of yeast V-ATPase proton transport; S. cerevisiae, pHLuorin cytosolic pH fluorescence; response, % at 10 µM; actives 0.37% (n = 350,000); AID 504577; in the data active means response mostly above about 7.3%, no sharp cut-off; inactive means mostly below about 5.4%; further: actives read high; inactives centre near 0; some compounds called inactive have numbers as strong as hits
# MITF act – MITF TRPM1 promoter activation in melanoma cells | activation, % at 12.5 µM | actives 0.75% (n = 300,000) | SK-MEL-5 TRPM1-promoter luciferase, 24 h; % of positive control, neutral wells = 0;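 active means mean activation of at least 80% with every replicate also reaching 80%; inconclusive means mean reaches 80% but some replicate falls short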;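 further: 0% = neutral control wells and 100% = parthenolide positive control wells; values of inactives mirror those of a sister screen read the other way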
# Rtt109 Vps75 – C. albicans Rtt109 histone acetyltransferase inhibition; AID 540336; inhibition, % at 34.9 µM; actives 0.16% (n = 330,000); Q5AAJ8; purified Rtt109/Vps75, ThioGlo CoA-SH fluorescence, 4 h;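 active means inhibition of at least 50% in every replicate; inconclusive means best replicate reaches 50% inhibition but some replicates fall short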
# Active calls of the source: *; ? = inconclusive; nt = no result given.
# Values run as follows: dFosB act | MITF act | Wnt act | V-ATPase pHluor | Rtt109 Vps75 | CDK5 p35 inh | Tat export inh | CAL PDZ FP-2 | CAL PDZ FP-1 | RTF Ca sens act
1: COc1ccccc1C(=O)NCCC(=O)N(C)CC(=O)Nc1ccc(N2CCOCC2)cc1
    2.8 | -6.3 | -0.5 | 2.7 | -2.1 | 0.8 | -15.2 | -2.0 | -0.7 | 1.0
2: COc1ccc(-n2c(SCC(=O)Nc3ccc4c(c3)OCO4)nc3ccccc3c2=O)cc1
    -7.4 | -9.0 | nt | -0.4 | -0.1 | 3.1 | 21.3 | -1.7 | 1.1 | 10.0
3: COc1ccc(NC(=O)O/N=C/c2ccc(Br)cc2)cc1
    -4.1 | 12.0 | 4.2 | 5.9 | -19.5 | 1.2 | -10.6 | -1.9 | -3.3 | 4.3
4: CCC(C(=O)OCC(=O)NC(=O)c1ccccc1)c1ccccc1 (stereo not given)
    1.1 | -4.7 | -0.9 | 0.8 | -5.5 | -4.9 | 17.3 | -0.4 | 0.1 | -3.3
5: O=C(CNC(=O)c1ccc(Br)cc1)NCc1cccnc1
    2.7 | -17.6 | 4.5 | 3.0 | -14.1 | 0.1 | -0.2 | -2.5 | 0.4 | 0.8
6: O=C1CN(C(=O)N[C@@H](Cc2ccccc2)C(=O)N[C@@H](C(=O)O)c2ccccc2)c2ccccc2N1
    2.6 | 3.3 | 1.6 | -0.8 | 0.3 | 1.2 | -6.3 | -2.7 | -5.8 | -6.9
7: Cn1cnc2cc(NCc3ccc(Cl)cc3)ccc21
    -5.9 | 56.5 | -0.1 | 1.4 | -3.1 | -0.2 | 3.4 | 0.2 | -1.8 | -4.3
8: Cc1cc(C)n2c(SCC(=O)NC3CCCCC3C)nnc2n1 (stereo not given)
    -3.6 | -9.6 | -0.7 | -0.3 | -7.0 | -0.1 | -0.2 | -9.7 | 0.4 | 0.2
9: Cc1ccccc1C(=O)Nc1ccnn1C1CCN(Cc2cnn(C)c2)CC1
    -1.2 | -11.7 | -1.6 | 1.1 | -4.2 | 0.0 | 12.6 | -3.4 | -1.9 | 3.3
10: O=C(COC(=O)c1ccc(Br)o1)NCCCc1ccccc1
    -6.1 | 7.4 | nt | -0.6 | -5.2 | 2.6 | 1.1 | -0.3 | 16.1 | -3.9
11: COc1cc2nc(-c3ccccc3C)oc(=O)c2cc1OC
    -16.0 | nt | -0.9 | 1.7 | 4.2 | -8.5 | 3.3 | -3.1 | -0.8 | 4.7
12: Cc1cc(Cl)ccc1N(CC(=O)NCc1ccc2c(c1)OCO2)S(C)(=O)=O
    -10.7 | 0.2 | 2.0 | 2.7 | 8.8 | -0.8 | 4.0 | -0.8 | 1.3 | nt
13: CCCc1cc(C(=O)OC)c2ccccc2n1
    4.1 | -3.7 | nt | 0.9 | -0.2 | 0.0 | -6.9 | -0.4 | -6.2 | -0.8
14: Cc1ccccc1C(=O)c1cccn1CC(=O)NCc1ccc(Cl)cc1
    -4.7 | -1.5 | -1.3 | -0.3 | 6.3 | -1.0 | -0.3 | -1.0 | nt | -4.2
15: Clc1ccc(N2N=C(c3cccs3)CC2c2ccco2)cc1 (stereo not given)
    1.6 | 7.6 | nt | -3.4 | -20.7 | 0.8 | 7.3 | -0.2 | -2.9 | -6.6
16: Cc1ccc(NC2=NC(c3ccccc3)n3c(nc(C)cc3=O)N2)cc1 (stereo not given)
    -5.9 | nt | nt | -2.7 | nt | 2.4 | -2.5 | -2.2 | -2.5 | -0.8
17: O=C(NNC(=O)c1ccccc1[N+](=O)[O-])c1csc(N2CCOCC2)n1
    3.3 | -10.3 | -5.5 | -0.6 | -10.2 | 0.5 | 1.3 | -2.3 | 48.8* | 0.3
18: Cc1cc(-c2nn(-c3ccccc3F)cc2CN2CCCC(O)C2)c(C)s1 (stereo not given)
    -6.5 | -2.5 | -2.5 | -4.1 | 42.9 | 2.0 | 1.2 | -3.0 | -3.0 | 1.3
19: C=CCNc1nc(N)c([N+](=O)[O-])c(NCCO)n1
    -0.7 | nt | 1.4 | 1.2 | -4.6 | 3.6 | -1.1 | 1.3 | -3.7 | 0.8
20: COC(=O)c1[nH]c2cc(OC)c(OC)cc2c1NC(=O)Oc1ccccc1
    -7.9 | -4.1 | nt | 2.2 | -1.4 | 0.3 | -1.3 | nt | 14.5 | 3.0
21: CN1C(=O)N(CC(=O)NCc2ccc(Cl)cc2Cl)C(=O)C12CCCCC2
    -4.0 | 3.5 | -3.6 | -1.6 | -7.4 | 0.3 | -3.2 | -0.5 | -2.1 | -2.6
22: Cc1nc2ccccc2n1CCOc1ccc(F)cc1
    -9.2 | nt | 0.0 | 1.0 | -7.1 | -1.0 | -14.0 | -1.4 | -3.9 | -2.4
23: COc1cc(C2C(C#N)=C(N)Oc3c2ccc2ccccc32)ccc1OCC(=O)Nc1cccc(C)c1 (stereo not given)
    -9.1 | -32.9 | -8.8 | -3.9 | 7.8 | -0.9 | -10.7 | -1.1 | nt | -7.8
24: CSc1ccc(C(C(C(=O)c2cccs2)N2CCOCC2)N2CCOCC2)cc1 (stereo not given)
    -5.5 | nt | -2.4 | 3.2 | -3.0 | -0.3 | -2.1 | -2.2 | -4.8 | -1.2
25: NNC(=O)CNC(c1ccccc1)c1cc(Br)ccc1NC(=O)c1ccc(Br)cc1 (stereo not given)
    -3.7 | 2.4 | nt | -5.3 | nt | 1.7 | 1.0 | -1.7 | -0.1 | -5.3
26: Cc1cccc(OC(=O)c2ccncc2)c1C
    -2.2 | -1.5 | 0.0 | -1.1 | 1.0 | -2.3 | 6.0 | -0.2 | nt | 1.6
27: Cc1[nH]c(=O)[nH]c(=O)c1S(=O)(=O)N1CCCc2ccccc21
    -3.5 | 0.2 | -1.0 | 2.3 | -0.2 | 1.6 | -1.0 | -1.8 | -2.0 | -6.5
28: Cc1cc(C)nc(NC2=NCC(=O)N2c2cccc(Cl)c2)n1
    -10.2 | nt | -0.8 | -3.4 | -3.5 | 0.3 | 1.8 | -2.2 | -1.2 | 1.4
29: COc1ccc(NC(=O)COC(=O)c2ccc(N3CCCC3=O)cc2)cc1OC
    1.6 | 11.1 | -2.2 | 0.9 | 13.3 | 0.5 | 3.3 | nt | -6.5 | -2.2
30: Cc1cc(-c2nnco2)c(C)n1-c1ccc(F)cc1
    -8.5 | 29.1 | -1.8 | 5.6 | 12.0 | -1.1 | -0.1 | -1.9 | -3.2 | 0.8
31: O=C(COc1cccc(C(F)(F)F)c1)Nc1cccnc1
    -1.5 | 1.0 | 1.3 | 3.5 | -15.8 | 0.3 | -1.6 | -2.3 | -9.8 | 2.3
32: Cc1ccc(S(=O)(=O)Nc2cccc(C(=O)NCCCN3CCOCC3)c2)cc1F
    -0.5 | 4.3 | -3.4 | 2.4 | -2.8 | 4.5 | -7.3 | -3.4 | 1.2 | 6.8
33: CC#CC(=O)N1CCC(CO)(CCc2ccccc2)CC1
    -18.8 | 14.6 | 11.6 | 2.5 | -3.6 | -0.4 | -12.0 | -1.3 | -1.8 | 2.5
34: CCc1cccc(C)c1NC(=S)NCc1ccc2c(c1)cc(C)n2C
    -11.9 | -8.6 | -7.4 | -5.9 | 0.5 | -1.9 | -5.3 | 0.1 | nt | 2.5
35: CCc1sc(C(=O)Nc2ncccc2O)cc1C
    1.3 | 0.4 | ? | -3.7 | -6.2 | 0.0 | -23.4 | -2.4 | -6.3 | -0.7
36: O=C(Nc1ccccc1)c1ccc(NCCN2CCOCC2)c(S(=O)(=O)N2CCOCC2)c1
    -3.8 | -6.9 | 1.1 | 2.0 | 13.6 | 0.6 | 8.0 | -0.8 | -4.2 | 4.4
37: Cc1ccccc1NC(=S)N(Cc1ccccc1)Cc1cccnc1
    -1.2 | 14.7 | 0.1 | -1.1 | 5.4 | -2.3 | 18.6 | -1.3 | 1.4 | 4.6
38: Cc1cc(C(=O)COC(=O)c2ccc[nH]c2=O)c(C)n1-c1ccccc1F
    -8.9 | -14.1 | 7.7 | -1.6 | 2.6 | 1.4 | -2.4 | -0.6 | 5.3 | -0.7
39: COc1ccc(COC(=O)N/N=C(\C)CC(=O)Nc2c(C)cc(C)cc2C)cc1
    -1.5 | 0.7 | nt | 5.2 | 7.3 | -0.6 | -0.6 | -1.1 | -4.5 | -1.4
40: COc1ccc(CNC(=O)C2CC(C)=C(C)CC2C(=O)O)cc1 (stereo not given)
    -4.2 | -5.5 | nt | -2.1 | -14.1 | -1.5 | -0.7 | nt | 6.8 | 1.7
41: CCCNC(=O)COC(=O)c1cc(C)nc2ccccc12
    -1.8 | -2.0 | -1.4 | -3.0 | 17.9 | -0.6 | 17.3 | 0.3 | nt | 5.6
42: COc1cc2ccccc2cc1C(=O)Nc1ccccc1Cl
    -12.0 | 36.5 | 45.1* | -2.8 | 3.4 | 0.7 | 4.1 | -2.7 | -4.7 | -3.4
43: COC(=O)c1ccc(CSc2nc(-c3ccccc3)cs2)o1
    -6.0 | 52.8 | 0.6 | -2.2 | nt | -0.8 | 3.0 | -2.1 | -4.5 | 6.4
44: Nc1nnc(CCOc2ccccc2Cl)s1
    -4.2 | nt | 1.4 | -3.1 | -6.1 | 1.2 | 3.1 | -5.0 | -2.9 | 5.5
45: O=C(N/N=C/C=C/c1ccccc1)c1cc2c(ccc3ccccc32)o1
    ? | 7.8 | nt | 5.6 | 5.8 | -1.3 | -8.6 | -0.6 | -2.5 | -7.9

# A different layout for seven compounds above:
no. | smiles | dFosB act | MITF act | Wnt act | V-ATPase pHluor | Rtt109 Vps75 | CDK5 p35 inh | Tat export inh | CAL PDZ FP-2 | CAL PDZ FP-1 | RTF Ca sens act
38 | Cc1cc(C(=O)COC(=O)c2ccc[nH]c2=O)c(C)n1-c1ccccc1F | -8.9 | -14.1 | 7.7 | -1.6 | 2.6 | 1.4 | -2.4 | -0.6 | 5.3 | -0.7
39 | COc1ccc(COC(=O)N/N=C(\C)CC(=O)Nc2c(C)cc(C)cc2C)cc1 | -1.5 | 0.7 | nt | 5.2 | 7.3 | -0.6 | -0.6 | -1.1 | -4.5 | -1.4
40 | COc1ccc(CNC(=O)C2CC(C)=C(C)CC2C(=O)O)cc1 (stereo not given) | -4.2 | -5.5 | nt | -2.1 | -14.1 | -1.5 | -0.7 | nt | 6.8 | 1.7
41 | CCCNC(=O)COC(=O)c1cc(C)nc2ccccc12 | -1.8 | -2.0 | -1.4 | -3.0 | 17.9 | -0.6 | 17.3 | 0.3 | nt | 5.6
42 | COc1cc2ccccc2cc1C(=O)Nc1ccccc1Cl | -12.0 | 36.5 | 45.1* | -2.8 | 3.4 | 0.7 | 4.1 | -2.7 | -4.7 | -3.4
43 | COC(=O)c1ccc(CSc2nc(-c3ccccc3)cs2)o1 | -6.0 | 52.8 | 0.6 | -2.2 | nt | -0.8 | 3.0 | -2.1 | -4.5 | 6.4
44 | Nc1nnc(CCOc2ccccc2Cl)s1 | -4.2 | nt | 1.4 | -3.1 | -6.1 | 1.2 | 3.1 | -5.0 | -2.9 | 5.5

# High-throughput results: PubChem, several laboratories
